High-throughput results from PubChem.
PPC-1+TRAIL kill – compounds killing PPC-1 cancer cells with TRAIL present (potentiator screen, no TRAIL-free arm). PPC-1 cells + TRAIL, ATPLite viability luminescence. 220,000 tested, 0.41% active. cell killing (% activity), % at 4 µM;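 active means cell killing above 50% in the first pass at 4 µM, then a duplicate retest at 5 µM averaging 50% or more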;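 further: plate controls were cells with TRAIL plus DMSO for no effect and medium-only wells lacking cells for full effect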
Ba/F3 V617F tox – reduce viability of Ba/F3 cells dependent on JAK2V617F; Ba/F3 EpoR-JAK2V617F viability, ATP luminescence; inhibition, % at 5.6 µM; 220,000 tested, 1.1% active;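 active means inhibition above the campaign mean plus 3 SD over all tested compounds, cut at about 24% in these data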;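 further: cytokine-independent growth of Ba/F3 cells driven by EpoR plus mutant JAK2; 0% = DMSO-treated cells and 100% = JAK inhibitor I control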
NCF1 inh – blocks human p47phox regulatory protein of NADPH oxidases; AID 1274; p47phox/p22phox peptide binding, fluorescence polarization, 2 h; 220,000 tested, 0.53% active; inhibition, % at 24.7 µM; P14598;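 active means inhibition above about 30%, limit read from the data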;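 further: 0% = p47phox with labelled peptide and 100% = labelled peptide alone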
Target sequence (P14598 whole entry, looked up): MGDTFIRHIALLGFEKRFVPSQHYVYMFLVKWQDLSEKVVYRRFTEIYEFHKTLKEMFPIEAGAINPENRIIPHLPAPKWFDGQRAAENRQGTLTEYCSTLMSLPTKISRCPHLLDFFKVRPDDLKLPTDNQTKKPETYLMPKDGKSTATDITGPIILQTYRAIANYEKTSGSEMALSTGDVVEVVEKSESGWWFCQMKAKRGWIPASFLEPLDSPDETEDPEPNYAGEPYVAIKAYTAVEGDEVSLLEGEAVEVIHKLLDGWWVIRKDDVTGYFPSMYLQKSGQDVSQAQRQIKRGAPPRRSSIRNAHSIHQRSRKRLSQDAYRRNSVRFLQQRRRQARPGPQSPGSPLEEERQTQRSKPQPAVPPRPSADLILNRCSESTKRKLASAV
BaF3 parental – counter-screen for JAK2V617F inhibitors: parental Ba/F3 viability inhibitors | CellTiter-Glo ATP luminescence | inhibition, % at 5.6 µM | 220,000 tested, 1.1% active | AID 1486;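 active means inhibition above a per-campaign cutoff, the mean inhibition of all tested compounds plus 3 SD, cut at about 27% in these data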;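 further: 0% = DMSO wells and 100% = JAK Inhibitor I control wells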
Tb hexokinase – blocks Trypanosoma brucei hexokinase 1 activity; recombinant TbHK1, G6PDH-coupled NADH A340; 220,000 tested, 0.11% active; inhibition, % at 10 µM;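 active means inhibition of 50% or more in the single-dose primary screen; inactive means inhibition below 50%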
EP2 antag – EP2 receptor (human) inhibition; inhibition, % at 25 µM; P43116; 260,000 tested, 0.52% active; C6 glioma cells expressing human EP2, cAMP TR-FRET; cells stimulated with saturating PGE2;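 active means percent inhibition above 40 after rounding to a whole number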;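 further: rat C6 glioma host cells with rolipram phosphodiesterase inhibitor present; the protocol text gives 20 µM as final concentration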
Target sequence (P43116 whole entry, looked up): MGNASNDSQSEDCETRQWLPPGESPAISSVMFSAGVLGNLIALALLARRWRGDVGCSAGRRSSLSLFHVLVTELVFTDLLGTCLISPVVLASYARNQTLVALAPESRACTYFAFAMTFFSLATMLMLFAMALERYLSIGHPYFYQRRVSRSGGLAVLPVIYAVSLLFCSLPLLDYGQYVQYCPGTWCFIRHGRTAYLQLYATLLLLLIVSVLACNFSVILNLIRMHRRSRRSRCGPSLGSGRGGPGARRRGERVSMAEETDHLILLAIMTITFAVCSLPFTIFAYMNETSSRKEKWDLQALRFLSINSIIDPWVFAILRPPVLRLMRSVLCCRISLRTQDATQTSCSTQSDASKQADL
Furin inhibitor – inhibitors of human furin. P09958. purified furin, fluorogenic substrate cleavage. inhibition, % at 30 µM. 220,000 tested, 0.061% active. AID 463115; in the data active means inhibition above about 25%; further: inactives centre near -15
p97 inhibitor – inhibitors of human p97 ATPase | recombinant p97 ATPase, Kinase-Glo ATP luminescence, 3 h | inhibition, % at 8 µM | 220,000 tested, 0.42% active | AID 1481; in the data active means inhibition above about 15%;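 further: 0% = DMSO vehicle and 100% = wells lacking enzyme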
RBBP9 inhibitor – inhibitors of human serine hydrolase RBBP9; O75884; AID 1515; 220,000 tested, 0.2% active; recombinant RBBP9, FP-Rh probe fluorescence polarization; inhibition, % at 7.94 µM;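 active means inhibition above the campaign mean of all tested compounds plus 3 SD, cut at about 14% in these data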;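 further: plate controls were DMSO wells with RBBP9 for no effect and wells lacking RBBP9 protein for full effect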
Target sequence (O75884 whole entry, looked up): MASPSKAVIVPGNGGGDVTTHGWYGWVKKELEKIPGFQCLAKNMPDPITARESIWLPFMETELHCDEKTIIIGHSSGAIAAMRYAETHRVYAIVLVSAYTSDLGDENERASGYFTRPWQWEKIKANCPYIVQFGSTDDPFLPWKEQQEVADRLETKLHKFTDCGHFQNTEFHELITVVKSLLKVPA
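System: RBBP9 protein / Buffer or medium: Tris/NaCl buffer pH 8.0 with 0.1% Pluronic / Probe or stimulus: Serine-hydrolase probe FP-Rh, 375 nM pre-mixing / Dosing: 7.94 µM single dose, 0.794% DMSO / Times: enzyme-compound preincubation 30 min, then probe labeling 45 min, 25 °C / Technique: fluorescence polarization (mP), excitation 525 nm, emission 598 nm / Replication: singlicate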
An asterisk follows results filed as active; x = no result given; & = joins results of further samples; [ ] = dose if it differs, or a comment. The list is partial. The share of hits here may be higher or lower than overall.

SMILES | PPC-1+TRAIL kill | Ba/F3 V617F tox | NCF1 inh | BaF3 parental | Tb hexokinase | EP2 antag | Furin inhibitor | p97 inhibitor | RBBP9 inhibitor
O=C(O)Cc1csc(NC(=O)CSc2nnnn2-c2ccc(O)cc2)n1 | 18 | -1 | -11 | -4 | -2 | 5 | -27 | 5 | 3
O=C(CC1C(=O)NCCN1C/C=C/c1ccccc1)NCCc1cccnc1 (stereo unspecified) | 0 | -2 | -18 | 5 | -1 | 6 | -23 | 3 | 0
COc1ccc(CCN2C(=O)CC(NCc3ccc4c(c3)OCO4)C2=O)cc1OC (stereo unspecified) | 18 | 2 | 7 | 5 | -1 | 10 | -21 | 4 | -7
COc1ccccc1/C=C/C=N/n1c(-c2ccco2)n[nH]c1=S | -12 | 1 | -5 | -6 | -32 | 6 | -12 | 3 | -4
Nc1c(C(=O)NCc2ccc3c(c2)OCO3)nnn1Cc1cccc(F)c1 | -3 | 4 | -17 | -4 | -5 | 5 | -32 | 5 | -6
COC(=O)c1ccc2c(=O)n(-c3ccc(OC)cc3)c(=S)[nH]c2c1 | 9 | -3 | -6 | -2 | -11 | 2 | -23 | -2 | 3
COc1ccc(Cn2c(CCC(=O)Nc3ccccc3)nc3cccnc32)cc1 | 8 | 0 | -13 | 5 | 29 | 9 | -19[20 µM] | -5 | -9
CN(C)C(=O)c1nc(C#N)c(N(C)C)o1 | -3 | 1 | -2 | -1 | -18 | 5 | -9 | -4 | -7
O=S(=O)(NCc1ccccc1Cl)c1cnc[nH]1 | 2 | 4 | -12 | 8 | -2 | 5 | 5 | -6 | -14
N#Cc1ccc(-c2cccnc2)nc1SCc1ccc(Cl)c(Cl)c1 | 12 | 1 | 10 | 5 | -16 | 2 | -11 | -2 | -7
O=C(NNC(=O)c1ccc([N+](=O)[O-])cc1Cl)c1ccncc1 | 11 | 0 | -6 | 3 | 8 | 11 | 0 | 1 | -1
c1ccc2c(c1)[nH]c1c(NCC3CCCO3)ncnc12 (stereo unspecified) | 3 | 1 | -13 | 7 | -21 | 16 | -12 | 5 | -3
COc1ccccc1CNC(=O)CNC(=O)Cn1cnc2ccccc2c1=O | 12 | 1 | 6 | 3 | -6 | 13 | -21 | 2 | -7
O=C(CCS(=O)(=O)c1ccc(Br)s1)NC1CCCCCC1 | -10 | 2 | -1 | 6 | 2 | 0 | -12[20 µM] | 4 | -2
CCC(CC)C(=O)Nc1nc(-c2ccc3c(c2)CCN3C(=O)C2CC2)c(C)s1 | 17 | 0 | -15 | 3 | -15 | 13 | -3[20 µM] | 1 | -7
CCN1C(=O)C(CC(=O)Nc2ccc(OC)cc2)N(Cc2cccs2)C1=S (stereo unspecified) | -4 | -4 | -2 | 0 | 3 | 10 | -15 | 0 | 2
NC(=O)C1CCN(S(=O)(=O)c2cccc(S(=O)(=O)N3CCCCC3)c2)CC1 | 17 | 0 | 5 | 2 | -8 | x | -19 | 2 | 3
CC(C)(C)C(=O)O/N=C(\N)c1ccc([N+](=O)[O-])s1 | -5 | 1 | -12 | -6 | -34 | 7 | -1 | 2 | 7
COC(=O)c1c(C)oc(C)c(C(=O)OC)c1=O | 17 | -1 | -6 | 2 | -7 | 3 | -18 | 1 | -2
CCOC(=O)C1(Cc2ccc(Cl)cc2)CCN(C(=O)c2cscn2)CC1 | 8 | -1 | -13 | 0 | -5 | 11 | -15 | -6 | 0
COc1cccc(C(=O)Oc2ccc(N3C(=O)CCC3=O)c(C)c2)c1 | -24 | 1 | 0 | 6 | -2 | 10 | -12 | 1 | -1
CC(=O)Nc1cc(Cl)ccc1OS(=O)(=O)c1ccc(C)cc1 | 8 | 3 | 4 | 7 | -3 | 2 | -14 | -9 | -6
CC[n+]1c(C)cc(C)n1-c1ccccc1 | 19 | 63* | 0 | 65* | 9 | 7 | -10 | -2 | -4
CC(C)(CCO)NC(=S)NC1CC2C=CC1C2 (stereo unspecified) | -5 | 1 | -11 | -1 | -4 | 7 | -16 | -2 | 0
OC(CN1CCN(c2ccccn2)CC1)Cn1c2ccc(Cl)cc2c2cc(Cl)ccc21 (stereo unspecified) | 17 | 3 | -1 | 7 | -19 | 4 | -15[20 µM] | 1 | 1

Remaining list, next part:
SMILES | PPC-1+TRAIL kill | Ba/F3 V617F tox | NCF1 inh | BaF3 parental | Tb hexokinase | EP2 antag | Furin inhibitor | p97 inhibitor | RBBP9 inhibitor
Cc1c(N2C(=O)CSC23C(=O)Nc2ccccc23)c(=O)n(-c2ccccc2)n1C (stereo unspecified) | -6 | -1 | -13 | 3 | 5 | 18 | -20 | 6 | -1
Cc1cc(C)cc(OCc2nnc(SCC(=O)OC(C)C)o2)c1 | 9 | -4 | 0 | 3 | 0 | 5 | -14[20 µM] | -2 | -3
CC(C(=O)NCCc1ccc(F)cc1)N1CCN(Cc2ccccc2)CC1 (stereo unspecified) | 3 | -4 | -9 | 2 | -1 | 7 | -26 | 1 | -7
CC1=CC(C)(C)n2c(O)c(N=NC(N)=S)c3c(C)ccc1c32 | -7 | 1 | 1 | 3 | -10 | 23 | -7 | -3 | -2
Cc1ccc(-c2nnn(Cc3nc4ccccc4s3)n2)cc1 | 4 | 0 | -7 | 5 | 0 | 5&10 | -17 | -6 | -14
Cc1cc2c(=O)n(CC(=O)N3CCN(c4ccccc4)CC3)cnc2s1 | 33 | -4 | -3 | -1 | 2 | 10 | -25[20 µM] | 2 | -5
O=C(CSCc1ccc(Cl)cc1)NCC1CCCO1 (stereo unspecified) | -13 | -4 | -7 | 4 | -2 | 9 | -21 | 3 | -6
O=C1NC(=O)/C(=C/c2ccccc2OCc2ccccc2)S1 | -3 | 0 | -21 | 3 | -5 | 4 | -12 | 7 | -5
Cc1cc(C)nc(-n2nc(C)cc2NC(=O)CNC2CCCCC2)n1 | -6 | -4 | -8 | 1 | -3 | 9 | -12[20 µM] | 0 | 2
O=C(Nc1nc(-c2ccccc2)cs1)Nc1ccc(F)cc1F | -3 | -1 | -1 | 4 | -5 | 6 | -17 | 2 | -6
CCNc1nc(NCC)nc(SCCOc2ccc(C)cc2)n1 | 24 | -6 | 5 | 2 | 1 | 6 | -3 | -1 | 4
Cc1noc(C)c1COc1ccc(CC(=O)NCCc2ccccc2)cc1 | 2 | 6 | x | 5 | -5 | 5 | -29 | -2 | -4
O=C(CCNc1n[nH]c(=O)[nH]c1=O)N/N=C\c1ccc(Br)cc1 | 4 | -4 | -3 | 2 | -9 | 6 | -14 | 8 | -2
S=c1[nH]nc(CCc2ccccc2)n1-c1ccc(Cl)cc1 | 13 | -2 | -4 | 2 | 2 | 5 | -19 | 1 | 4
CSc1nc(N2CCOCC2)c2c3c(sc2n1)CCCC3 | 1 | -4 | 5 | 0 | -7 | 12 | -16[20 µM] | -3 | -4
Cc1ccc(N(C(=O)c2snc(C(N)=O)c2N)C(C(=O)NCCC(C)C)c2ccco2)cc1 (stereo unspecified) | 11 | 2 | -10 | 12 | -6 | 6 | -27 | 4 | -9
CCOC(=O)c1sc(N(Cc2ccccc2)C(=O)COC(=O)c2ccc(O)cc2)nc1C | 16 | 3 | -60 | -5 | 1 | 8 | -7 | 0 | -19
CCOC(=O)CNC(c1ccccc1)c1cc(Br)ccc1NC(=O)CCN1CCOCC1 (stereo unspecified) | 25 | 5 | 5 | 4 | -7 | 12 | -18 | -4 | 2
COc1ccc(CCN2C(=O)c3[nH]nc(-c4ccccc4O)c3C2c2cccc(O)c2)cc1OC (stereo unspecified) | 0 | 0 | -17 | 4 | -5 | 9 | -15 | 1 | -18
COc1ccc(NC(=S)N(CCc2c(C)[nH]c3ccccc23)Cc2ccco2)cc1 | -1 | -4 | -14 | 4 | -4 | x | -17 | 7 | 14
O=C(NCCCc1ccccc1)c1cnc2n(c1=O)CCS2 | 16 | -4 | -9 | 1 | -1 | 6 | -12[20 µM] | -1 | -8
C(=N\Nc1nc2ccccc2s1)/c1ccco1 | 37 | -1 | -13 | -2 | -65 | -3 | -1[20 µM] | 1 | -2
CSc1ccc(Cl)c(C(=O)NC2CCCC2)c1 | -9 | -1 | -4 | 5 | 7 | 12 | -5[20 µM] | 2 | 4
Cc1ccc(C(=O)c2c[nH]c(C(=O)NCc3cccnc3)c2)cc1 | 22 | 1 | 1 | 4 | 1 | 10 | -3[20 µM] | 3 | -3
COc1cc(CNCCc2c[nH]c3ccccc23)cc(Cl)c1OCC(N)=O | 16 | -1 | 2 | 9 | 7 | 13 | -13 | 0 | -1

An excerpt from above, reduced to RBBP9 inhibitor and NCF1 inh:
SMILES,RBBP9 inhibitor,NCF1 inh
Cc1cc2c(=O)n(CC(=O)N3CCN(c4ccccc4)CC3)cnc2s1,-5,-3
O=C(CSCc1ccc(Cl)cc1)NCC1CCCO1 (stereo unspecified),-6,-7
O=C1NC(=O)/C(=C/c2ccccc2OCc2ccccc2)S1,-5,-21
Cc1cc(C)nc(-n2nc(C)cc2NC(=O)CNC2CCCCC2)n1,2,-8

More entries follow.
SMILES | PPC-1+TRAIL kill | Ba/F3 V617F tox | NCF1 inh | BaF3 parental | Tb hexokinase | EP2 antag | Furin inhibitor | p97 inhibitor | RBBP9 inhibitor
CC(=O)Oc1ccc(/C=N/NC(=S)Nc2ccccc2)cc1 | 4 | 0 | -1 | 1 | 12 | 15 | -9 | 4 | -5
N#Cc1c(NC(=O)c2ccccc2)sc2c1CCCCC2 | 36 | -3 | -17 | 2 | -5 | 2 | -16[20 µM] | -2 | -11
O=C1CC(Sc2ncn[nH]2)C(=O)N1c1ccccc1 (stereo unspecified) | 6 | 2 | -14 | 2 | -3 | 11 | -14[20 µM] | -5 | 2
COc1nonc1NCn1nc(C)cc1C | 12 | 1 | -3 | 5 | -1 | 8 | -13 | -1 | -7
COc1cccc2c(=O)c(C/C=C(/C)Cl)c(C)[nH]c12 | -1 | -1 | -2 | 1 | -9 | 13 | -39 | 0 | -4
COC(=O)c1ccc(/C=N/NC(=O)c2ccccc2Cl)cc1 | -6 | 0 | -12 | 2 | -1 | 6 | -9 | 4 | 3
CCCCCc1nc(N)c(C#N)c(-c2ccco2)c1CCCC | 15 | -2 | -4 | 6 | -1 | 11 | -22[20 µM] | 2 | 3
O=C(CC1COc2ccccc2O1)NCCc1ccccc1 (stereo unspecified) | -4 | 3 | -8 | 3 | 3 | 3 | -4[20 µM] | -6 | 2
CCC(=O)Nc1cc(SCCO)cc([N+](=O)[O-])c1 | 15 | 5 | -3 | 6 | 2 | 7 | -4[20 µM] | -4 | -10
CCOC(=O)C1(Cc2ccccc2Cl)CCN(C(=O)CN2CCOC2=O)CC1 | 2 | -1 | -9 | 6 | 4 | -1 | -25 | 3 | -1
Cc1cccc2cc(CN(CCN3CCCC3)C(=O)NC3CCCCC3)c(=O)[nH]c12 | 14 | 0 | -14 | 10 | -8 | 9 | 1 | 1 | -7
COc1ccccc1NCCC(=O)OCC(=O)NC1CCCCCC1 | -2 | -4 | 3 | 6 | -3 | 6 | -14 | 1 | 2
CCCCCCn1c2c(c(=N)c3c1CCC3)CCC2 | 18[5 µM] | 98* | 4 | 78* | 8 | 5 | -5[20 µM] | 2 | 1
NS(=O)(=O)c1ccc(NC(=O)COC(=O)CSc2n[nH]c(-c3ccccc3)n2)cc1 | 8 | -2 | -6 | 3 | -2 | 3 | -28 | 3 | -3
CN(c1c(C#N)c(C(F)(F)F)nn1C)N(S(C)(=O)=O)S(C)(=O)=O | 20 | -2 | -12 | 0 | 2 | 1 | -21 | 1 | -8
